ALOX12 inh: blocks human arachidonate 12S-lipoxygenase; Potency, µM (titrated, usually from 108 µM), inactives show top-dose activity change, negative = inhibition, actives largely listed as inhibitors; purified 12hLO, xylenol orange hydroperoxide absorbance; 1.1% of 580,000 active; active means well fitted inhibition curve with a large enough effect; inconclusive means small, poorly fitted or top-dose-only effect, or another doubt; inactive means no such curve, though single readings can be large or run the other way
Target sequence (P18054 whole entry, looked up): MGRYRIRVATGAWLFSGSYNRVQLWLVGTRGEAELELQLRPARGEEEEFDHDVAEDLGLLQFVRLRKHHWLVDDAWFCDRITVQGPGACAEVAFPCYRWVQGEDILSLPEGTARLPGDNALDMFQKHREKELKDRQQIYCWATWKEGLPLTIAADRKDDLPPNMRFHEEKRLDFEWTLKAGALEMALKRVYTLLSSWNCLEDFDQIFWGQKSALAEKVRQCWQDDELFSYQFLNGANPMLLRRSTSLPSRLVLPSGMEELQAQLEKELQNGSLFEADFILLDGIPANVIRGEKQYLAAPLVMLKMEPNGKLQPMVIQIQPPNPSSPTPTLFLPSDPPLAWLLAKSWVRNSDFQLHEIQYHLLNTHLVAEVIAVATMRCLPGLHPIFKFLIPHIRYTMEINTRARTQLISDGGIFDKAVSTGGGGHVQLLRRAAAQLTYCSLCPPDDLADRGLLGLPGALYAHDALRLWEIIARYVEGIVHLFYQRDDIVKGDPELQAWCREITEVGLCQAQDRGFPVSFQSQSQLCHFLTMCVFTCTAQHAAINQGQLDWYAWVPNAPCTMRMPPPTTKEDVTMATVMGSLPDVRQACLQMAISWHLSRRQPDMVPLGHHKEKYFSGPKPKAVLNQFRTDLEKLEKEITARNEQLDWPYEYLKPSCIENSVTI
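Hydroperoxide product was detected by ferrous iron/xylenol orange as the 573 to 405 nm absorbance ratio. Arachidonic acid at 40 uM (final) was turned over for 30 min at room temperature by 150 nM human 12hLO, pH 7.0 Hepes buffer, after 15 min compound preincubation.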
The depositor's hits bear a star; ? = inconclusive; [ ] = remark or other dose. On the % scale 0 is the no-effect control and ±100 the full control effect; potency means the concentration at half of the fitted maximal effect. A portion of the library. The share of hits here may be higher or lower than overall.

SMILES	ALOX12 inh
COc1ccc(CCNC(=O)c2cc(=O)c3cc(Cl)ccc3o2)cc1OC	-19%
CC(C)(C)c1nnc2n1C(C(=O)NCc1ccc(F)cc1)CC2 (stereo not given)	3%[6.33 µM]
CCNC(=O)Cn1nc(C2CC2)c2c(C(=O)OC)cc(C3CC3)nc21	5%
CN(CCc1ccccn1)c1ncccc1CNC(=O)c1cc(C2CC2)no1	11%
COc1ccc(C(=O)N2CCCC2(C)C(=O)NCC(C)C)cc1C(F)(F)F (stereo not given)	5%
Cc1nn(-c2nc3c(c(=O)n(C)c(=O)n3C)n2C/C=C/c2ccccc2)c(C)c1C	13%
COc1ccc(-c2ccnc3nc(-c4cccs4)nn23)cc1	18%
O=C(Nc1ccc2c(c1)OCCO2)C(C1CC1)n1c(=O)c(-c2cc3ccccc3[nH]2)nc2ccccc21 (stereo not given)	?
CCOCCOC1CCN(C(=O)c2cc3ccccc3[nH]2)CC1	25%
CCOC(=O)COc1ccc2c(C)c(Cc3ccccc3)c(=O)oc2c1C	-27%
COc1ccc([C@H]2C[C@@H](O)[C@@H](O)[C@@H]2NC(=O)c2cccc(OC)c2)cc1	27%[176 µM]
CCn1ncc(CN(C)C(=O)CC2C(=O)NCCN2C(C)C)c1C (stereo not given)	-7%
Cn1nc(C(=O)OCc2nc(N)nc(Nc3ccc(Cl)cc3)n2)c2ccccc2c1=O	60%[activator]
Cc1ccc(NC(=O)c2cnc(N3CCCCC3)c3ccccc23)cc1F	-43%
COc1cccc(NC(=O)CN2C(=O)NC3(CCCCC3)C2=O)c1	-1%
CCNc1c(NS(=O)(=O)c2ccc(OCC)cc2)c(=O)oc2ccccc12	-8%
OC1(CNCc2nc(-c3ccncc3)n[nH]2)CNCCOC1 (stereo not given)	95%[activator]
CCOC1=C2[C@@H](CN(S(=O)(=O)c3ccc(C)cc3)[C@H]2c2cccc3ccccc23)[C@H]2C(=O)N(C)C(=O)[C@H]2C1	-24%
O=C(c1ccsc1)N1CCc2c(nc3cc(-c4ccccc4Cl)[nH]n3c2=O)C1	18%
CCC(C)(C)NC(=O)CSc1nc(C)c(C)n1C1CCCCC1	33%
Cc1ccc(Cl)cc1NC(=O)Cn1nc(C(=O)O)c2ccccc2c1=O	?
CCOc1cc(C(=O)N2N=C(C)CC2(O)C(F)(F)F)ccc1OC(F)F (stereo not given)	25%
Cn1c(CCNC(=O)C2CCN(c3cn[nH]c(=O)c3)C2)nc2ccccc21 (stereo not given)	60%[activator]
COc1ccc(CN2CCC3(CC2)CC(C)=NO3)cc1	36%[176 µM]
CC(C)(C)c1ccc(/C=N/NC(=O)C23CC4CC(CC(C4)C2)C3)cc1	42%[activator]
More records:
SMILES	ALOX12 inh
Cc1cnc(C2CC2)n1C1CCN(C(=O)N(C)C)CC1	7%
Cc1nc2ccccn2c(=O)c1NC(=O)c1ccc(Br)o1	-3%
COc1cccc([S+](=O)([O-])N2CCC3(C2)NC(=O)c2ccccc2CO3)c1 (stereo not given)	?
O=C(Cn1ccn2nc3c(c2c1=O)CCCC3)NCc1ccccc1	32%
COc1ccc(C(=O)c2sc(Nc3cccc(C)c3)nc2N)cc1	?
O=C1N[C@@H]2CCN(S(=O)(=O)c3cccs3)[C@@H]2C(=O)N1Cc1ccccc1	7%[176 µM]
CCc1noc(Cn2nc(-c3ccccc3)c3ccccc3c2=O)n1	-17%
COc1ccc(CCNC(=O)Cc2c(C)c3ccc(OC(C)=O)c(OC(C)=O)c3oc2=O)cc1	?
Cc1ccc2nc(C3CCCCC3)c(Cc3ccccc3C(F)(F)F)n2c1	-27%
O=C(O)C[C@H](O)C[C@H](O)C=Cc1c(C2CC2)nc2ccccc2c1-c1ccc(F)cc1	57%[activator][57.4 µM]
COc1ccc(OC)c(S(=O)(=O)N2CCN(c3cccc(C)c3C)CC2)c1	36%
O=C(O)CC[C@@H]1CN(C(=O)c2ccc(CO)o2)CC[C@@H]1N1CCOCC1	-24%
COc1ccc(CN2C=C(C(=O)OCc3cc(=O)n4ccccc4n3)C(C)=NS2(=O)=O)cc1	31%
Cc1ccc(C)c(NC(=O)c2ccc(=O)n(CCOc3ccccc3)n2)c1	69%[activator]
Cc1ccc(C2=NC3(CCN(C(=O)c4sccc4C)CC3)ON2)cc1	14%
CC(C)c1ccc(-c2nn(-c3ccccc3)cc2/C=N/O)cc1	?
CCN(CC)C(=O)N1CCCC(c2nc(CCOCC3CCOCC3)no2)C1 (stereo not given)	48%[activator]
Cn1c(CCC(=O)N2CC[C@H](CO)[C@H](O)C2)nc2cccnc21	37%[activator]
COc1cc(NC(=O)NC(C)c2ccc(Cl)cc2Cl)cc(OC)c1OC (stereo not given)	53%[activator]
COCCCNC(=O)N1CCc2nn(C)c(=O)n2CC1	22%
COc1ccc(C(=O)N2CCc3nnc([C@@H]4C[C@@H](O)CN4C)n3CC2)cn1	21%
Cc1ccccc1S(=O)(=O)N(C)C[C@@H]1OCc2cn(nn2)CCCC(=O)N([C@@H](C)CO)C[C@H]1C	?
COc1cccc(CC(=O)NCC2Cn3cccc3C(=O)N2Cc2ccccc2)c1 (stereo not given)	-5%
C=C(Cl)COc1ccc(Cl)cc1C(N)=O	-24%
CN(C)C1CCN(S(=O)(=O)c2ccc3c(c2)CN(C(=O)c2ccccn2)CC3)C1 (stereo not given)	6%
Going on with the list:
SMILES	ALOX12 inh
CCOC(=O)C1(C/C=C/c2ccccc2)CCCN(C(=O)C2CCOCC2)C1 (stereo not given)	37%[activator]
COc1ccccc1-c1[nH]nc2ncc(C(=O)NCCc3ccccn3)nc12	-1%[176 µM]
CCOC(=O)CCNC(=O)N1CCCCCC1c1ccc(C)s1 (stereo not given)	5%
CC(C)N1CC2CCC(C1)N2Cc1cccc(-c2ccsc2)c1	10%[6.33 µM]
Fc1ccccc1CNC1C2CC3CC(C2)CC1C3 (stereo not given)	?
CN(C)NC(=S)Nc1ccc([N+](=O)[O-])cc1	-7%
O=C(Nc1cc2c(cc1C(=O)C1CC1)OCCO2)c1ccco1	-17%
COc1ccc(Cn2c(C3CCN(C(=O)Cc4cccc(C)c4)CC3)n[nH]c2=O)cc1	-11%
CC(NC(=O)C1CCCCC1)c1ccc(NC(=O)C2CC2)cc1 (stereo not given)	?
CCOc1cc(/C=C/C(=O)c2ccc(Cl)c(Cl)c2)ccc1O	6.3µM*
CC(C)OC(=O)c1ccc2cc(C(=O)OC(C)C)ccc2c1	-27%
CC1(C(=O)O)CCCCC(=O)N1 (stereo not given)	1%
O=C(Nc1cccc2c1CCCC2)c1cc(Cl)nc(Cl)c1	-6%
O=C(NC1CCCN(c2cc(-c3ccccc3)[nH]n2)C1)c1ccncc1 (stereo not given)	65%[activator]
Cc1cccc(C(C)C)c1NC(=O)C1CCCC1	-2%
Cc1cc(CNC(=O)CCN2Cc3cc(Cl)ccc3OC(C)C2)nn1C (stereo not given)	7%
CC(C)(C)c1cc(CSc2nc3ccccc3s2)cc(C(C)(C)C)c1O	0%
NC1(C(=O)N[C@@H](CCO)c2ccc(Cl)cc2)CCN(c2ncnc3[nH]ccc23)CC1	-1%[57.4 µM]
COc1ccc(C(=O)NNC(=O)COCC(=O)Nc2ccc(C#N)cc2)cc1	-4%
Cc1cc(=O)oc2c1ccc1oc(/C(=N/O)c3ccccc3)c(-c3ccccc3)c12	?
COc1cccc(C(=O)N[C@@H](CC(C)C)C(=O)N2CCC[C@H]2C(=O)NCc2ccccc2)c1	-14%
COc1ccc(OC2CN(CCC(C)C)C2)cc1	2%[12.5 µM]
CCOC(=O)C1=C(c2ccccc2)N=c2sc(=Cc3cc(OC)c(OC)c(OC)c3)c(=O)n2C1c1cccs1 (stereo not given)	-15%
CCOc1ccccc1NC(=O)Cn1ccn2nc(-c3ccccc3)c(CO)c2c1=O	-1%
O=C(NC1CCc2nn(CC3CC3)c(=O)n2CC1)c1cc2ccccc2[nH]1 (stereo not given)	45%[activator]
Continued:
SMILES	ALOX12 inh
Cc1nc(N2CCN(C)CC2)ncc1C(=O)N1C[C@@H](C)[C@](O)(C2CC2)C1	-5%
FC(F)(F)c1cc(N=Cc2ccc(-c3ccccc3)cc2)cc(C(F)(F)F)c1	35%[activator]
O=C(Cc1n[nH]c(=O)c2ccccc12)Nc1ccccc1	-1%
CCCCCCn1nc(C(=O)OCn2nnc3ccccc3c2=O)c2ccccc2c1=O	0%
CCN(Cc1ccccc1)C(=O)C1CCN(c2nc3ccccc3o2)CC1	62%[activator]
N#CCc1ccc(NC(=O)CCSc2ccc(Cl)cc2)cc1	-25%
Cc1ccc(S(=O)(=O)N(C)C[C@@H]2OCc3cn(nn3)CCCC(=O)N([C@H](C)CO)C[C@H]2C)cc1	-7%
COc1ccc2c(c1)OCC(C(=O)NCCS(=O)(=O)N1CCCC1)C2 (stereo not given)	40%[activator]
C[S+](=O)([O-])N1CC2(CCCN(Cc3ccc(Cl)cc3)C2)Cc2ccccc21 (stereo not given)	4%[6.33 µM]
Cc1cnc(C2CC2)n1CCNC(=O)Cn1c(=O)oc2cc(Cl)ccc21	72%[activator]
CCN(CC(=O)N1c2ccccc2OCC1c1ccccc1)Cc1nc2cc(Cl)ccc2c(=O)[nH]1 (stereo not given)	3%
C#CCN(C)CC[C@@H]1CC[C@H](O)[C@@H](C(=O)N(C)Cc2ccccc2)O1	12%[176 µM]
C=C(C)C(C)(C)C(=O)N1CCCC(N2CCN(c3ccccc3OC)CC2)C1 (stereo not given)	27%
Cc1cccc(C(=O)N2CCCCCCNC(=O)CC2c2ccccc2)c1 (stereo not given)	30%[activator]
CCCCCCOC(=O)c1ccccc1	3%[176 µM]
Cc1ccc(N(CC(=O)NCCN2CCOCC2)S(=O)(=O)c2ccc(Cl)cc2)cc1C	?
CC(C)(C)c1ccc(C(=O)Nc2c(F)cccc2F)cc1	4%
O=C(COc1ccccc1)Nc1ccc([C@@H](O)[C@H]2COCC(=O)N2Cc2ccc(C(F)(F)F)cc2)cc1	12%
CCN(CC)CCNC(=O)c1ccc2ccccc2n1	15%
CCN1C(=O)CCC2(C(=O)NC3CCCC3)CCCC=C12 (stereo not given)	4%
COC1C(=O)N(C2CCN(C(=O)Cc3c[nH]c4ccccc34)CC2)C12CCOCC2 (stereo not given)	33%
O=C(Cc1ccc(F)cc1)N1CCC[C@H]1c1nc(-c2ccccc2Cl)no1	48%[activator]
Cc1ccc(C)c(/C(O)=C2\C(=O)C(=O)N(c3nnc(C)s3)C2c2ccc(C(C)C)cc2)c1 (stereo not given)	45µM*
CCOC(=O)CNC(=O)Nc1cc(C(=O)NCc2ccc(C)cc2)ccc1N1CCCC1	-37%
Cc1ccccc1-n1cc(-c2ccnc(NC3CCN(C)CC3)n2)cn1	19%

An excerpt of these results, with bars between the fields:
SMILES | ALOX12 inh
COc1ccc(CCNC(=O)c2cc(=O)c3cc(Cl)ccc3o2)cc1OC | -19%
CC(C)(C)c1nnc2n1C(C(=O)NCc1ccc(F)cc1)CC2 (stereo not given) | 3%[6.33 µM]
CCNC(=O)Cn1nc(C2CC2)c2c(C(=O)OC)cc(C3CC3)nc21 | 5%
CN(CCc1ccccn1)c1ncccc1CNC(=O)c1cc(C2CC2)no1 | 11%
COc1ccc(C(=O)N2CCCC2(C)C(=O)NCC(C)C)cc1C(F)(F)F (stereo not given) | 5%
Cc1nn(-c2nc3c(c(=O)n(C)c(=O)n3C)n2C/C=C/c2ccccc2)c(C)c1C | 13%
COc1ccc(-c2ccnc3nc(-c4cccs4)nn23)cc1 | 18%
O=C(Nc1ccc2c(c1)OCCO2)C(C1CC1)n1c(=O)c(-c2cc3ccccc3[nH]2)nc2ccccc21 (stereo not given) | ?
CCOCCOC1CCN(C(=O)c2cc3ccccc3[nH]2)CC1 | 25%
CCOC(=O)COc1ccc2c(C)c(Cc3ccccc3)c(=O)oc2c1C | -27%
COc1ccc([C@H]2C[C@@H](O)[C@@H](O)[C@@H]2NC(=O)c2cccc(OC)c2)cc1 | 27%[176 µM]
CCn1ncc(CN(C)C(=O)CC2C(=O)NCCN2C(C)C)c1C (stereo not given) | -7%
Cn1nc(C(=O)OCc2nc(N)nc(Nc3ccc(Cl)cc3)n2)c2ccccc2c1=O | 60%[activator]
Cc1ccc(NC(=O)c2cnc(N3CCCCC3)c3ccccc23)cc1F | -43%
COc1cccc(NC(=O)CN2C(=O)NC3(CCCCC3)C2=O)c1 | -1%
CCNc1c(NS(=O)(=O)c2ccc(OCC)cc2)c(=O)oc2ccccc12 | -8%
OC1(CNCc2nc(-c3ccncc3)n[nH]2)CNCCOC1 (stereo not given) | 95%[activator]
CCOC1=C2[C@@H](CN(S(=O)(=O)c3ccc(C)cc3)[C@H]2c2cccc3ccccc23)[C@H]2C(=O)N(C)C(=O)[C@H]2C1 | -24%

More compounds follow.
SMILES	ALOX12 inh
CN(Cc1ccccc1)C(=O)C(=O)c1ccccc1	-11%
Cn1c(SCc2nc3ccccc3o2)nnc1-c1ccccc1	47%
O=C(O)c1ccc(C2CCCN(C(=O)CCCn3cncn3)C2)cc1 (stereo not given)	69%[activator]
O=C(c1cc(C2CC2)[nH]n1)N(Cc1ccc2c(c1)OCO2)C1CC1	7%
COc1ccc(OC)c(C2CC(=O)N(c3ccccc3)C3=C2C(=O)OC3)c1 (stereo not given)	3%
O=c1c2c(n(Cc3cccnc3)n1-c1ccccc1)CN(Cc1ccc(O)cc1)CC2	11%[176 µM]
COc1ccc(-c2nc3c(C)cc(Br)cn3c2Cc2ccc(C)cc2)cc1OC	-39%
O=C(NCc1ccccc1)c1ccccc1OC1CN(Cc2ccc(F)cc2)C1	?
Cc1ccc(S(=O)(=O)N[C@H]2CO[C@H]3[C@@H]2OC[C@@H]3n2nnnc2Oc2ccc(-n3ccnc3)cc2)cc1	25%
COCCn1ccnc1C1CCN(c2cnc3ccccc3n2)CC1	12%
O=C(c1ccc(-c2ccccc2)cc1)N1CCN(c2ccc3c(c2)C2CC3CCN2C(=O)OCc2ccccc2)CC1 (stereo not given)	-16%
CNC(=O)c1cc2cc(-c3c(C)noc3C)nc(-c3cccnc3)c2o1	-22%[176 µM]
COC(=O)c1ccc(Oc2coc3cc(OC(=O)N4CCOCC4)ccc3c2=O)cc1	10%
O=C(O)C1(c2cccc(Cl)c2)CC1	13%
